# Cl transport mod: modulates chloride dependent transport by human KCC2; KCC2 cells, thallium flux FluoZin-2 fluorescence; B-score of Tl+ flux slope (higher = more flux/activation; lower = inhibition) at 10 µM; actives 2.2% (n = 190,000);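 active means thallium flux slope and its plate-corrected score both differing from the plate sample mean at a set confidence after two filtering rounds, in either direction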;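 further: slope of fluorescence scaled to starting intensity during 10 to 20 s after thallium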
# p97 ATPase inh: inhibitors of human p97 ATPase; recombinant p97 ATPase, Kinase-Glo ATP luminescence, 3 h; inhibition, % at 8 µM; actives 0.42% (n = 220,000); AID 1481; in the data active means inhibition above about 15%;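 further: 0% = DMSO vehicle and 100% = wells lacking enzyme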
# FXIa inh 1536: inhibitors of human coagulation factor XIa | purified FXIa, Boc-Glu-Ala-Arg-AMC fluorogenic substrate | P03951 | actives 0.14% (n = 220,000) | inhibition, % at 5 µM;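 active means inhibition of at least 40%; inactive means inhibition below 40%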;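 further: fluorescence of freed AMC excited at 355 nm; 0% = enzyme without compound and 100% = no enzyme blank; many of its hits are not listed in these tables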
# PERK inh: inhibitors of human PERK kinase | Q9NZJ5 | actives 0.17% (n = 220,000) | CHO PERK-DD fusion, SEAP luminescence translation reporter | inhibition, % at 5.6 µM;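 active means inhibition above the mean inhibition of all tested compounds plus 3 SD, set separately per screening campaign, cut at about 2.9% in these data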;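 further: PERK kinase domain activated by AP20187 dimerizer at 100 nM; 0% = DMSO with dimerizer and 100% = rapamycin at 8.4 µM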
# Thrombin inh: inhibitors of human thrombin; P00734; alpha-thrombin, Boc-VPR-AMC fluorogenic substrate cleavage; AID 1046; actives 0.26% (n = 220,000); inhibition, % at 5 µM;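 active means inhibition at or above 40%; inactive means inhibition below 40%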;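 further: 0% = enzyme with no compound and 100% = wells without enzyme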
#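 Material: Human alpha-thrombin protein | Buffer or medium: pH 7.5 Tris-saline with Tween 20 | Reagent: Boc-VPR-AMC substrate, 15 µM final | Schedule: Reaction at ambient temperature | Detection: AMC fluorescence at 355 nm excitation and 460 nm emission | Evaluation: Percent inhibition scaled between no-compound controls and no-enzyme blanks | Controls: no-compound enzyme wells and no-enzyme blanks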
# KLK5 inh: blocks human kallikrein 5 protease activity; Q9Y337; recombinant hK5, fluorogenic AMC substrate cleavage; inhibition, % at 5 µM; actives 0.59% (n = 210,000); AID 873;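 active means inhibition of 40% or more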;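 further: 0% = enzyme controls without compound and 100% = no-enzyme blanks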
# Target sequence (Q9Y337 67-293 limits assumed): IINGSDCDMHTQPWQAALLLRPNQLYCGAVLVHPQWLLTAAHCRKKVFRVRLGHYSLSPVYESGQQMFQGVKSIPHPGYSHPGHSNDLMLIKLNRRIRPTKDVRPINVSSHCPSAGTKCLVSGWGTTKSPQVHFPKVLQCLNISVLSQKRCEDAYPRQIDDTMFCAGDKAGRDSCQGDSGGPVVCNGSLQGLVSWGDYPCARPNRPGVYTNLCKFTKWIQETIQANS
# Furin inhibitor: human furin inhibition. P09958. purified furin, fluorogenic substrate cleavage. inhibition, % at 30 µM. actives 0.061% (n = 220,000); in the data active means inhibition above about 25%; further: inactives centre near -15
# Target sequence (P09958 108-714 limits assumed): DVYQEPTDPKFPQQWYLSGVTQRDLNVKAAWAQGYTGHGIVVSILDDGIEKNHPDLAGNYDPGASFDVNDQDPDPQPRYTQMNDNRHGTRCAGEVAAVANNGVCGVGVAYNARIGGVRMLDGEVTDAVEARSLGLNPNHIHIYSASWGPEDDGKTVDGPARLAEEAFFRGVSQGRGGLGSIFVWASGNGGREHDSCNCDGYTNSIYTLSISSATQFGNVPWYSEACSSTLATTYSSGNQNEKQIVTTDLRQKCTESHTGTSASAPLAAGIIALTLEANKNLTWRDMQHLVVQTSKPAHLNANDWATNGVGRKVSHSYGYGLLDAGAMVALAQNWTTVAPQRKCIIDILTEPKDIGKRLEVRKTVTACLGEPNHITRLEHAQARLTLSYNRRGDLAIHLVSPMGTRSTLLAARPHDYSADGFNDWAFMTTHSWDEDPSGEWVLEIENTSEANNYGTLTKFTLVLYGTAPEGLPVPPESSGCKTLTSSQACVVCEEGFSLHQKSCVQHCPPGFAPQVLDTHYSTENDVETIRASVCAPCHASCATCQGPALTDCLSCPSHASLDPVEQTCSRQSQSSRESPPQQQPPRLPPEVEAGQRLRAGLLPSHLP
# Wee1 stabilizer: inhibitors of human Wee1 degradation | P30291 | HeLa Luc-Wee1K328M stability, luciferase luminescence; 100% = proteasome inhibitor MG132 effect | reporter increase, % at 5 µM | actives 1.2% (n = 220,000) | AID 1321;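 active means activation above the mean of all tested compounds plus 3 SD, set per screening run, cut at about 8.8% in these data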;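 further: cells exposed to compound for 20 h before luminescence read; 0% = DMSO alone and 100% = MG132 at 30 µM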
# FXIIa inh: blocks human coagulation factor XIIa protease activity | P00748 | purified FXIIa, Boc-QGR-AMC fluorogenic substrate, 2 h | inhibition, % at 5 µM | actives 0.3% (n = 220,000); in the data active means inhibition above about 40%;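 further: 0% = enzyme with no compound and 100% = blank without enzyme; many of its hits are not listed in these tables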
# * marks the source's active call; other numbers are inactive results; / = not tested or not shown; [ ] = another dose, or the depositor's remark.
SMILES,Cl transport mod,p97 ATPase inh,FXIa inh 1536,PERK inh,Thrombin inh,KLK5 inh,Furin inhibitor,Wee1 stabilizer,FXIIa inh
NC(=O)c1noc(C(=O)N(CC(=O)NC2CCCC2)Cc2ccc3c(c2)OCO3)c1N,0.36,4,9,0.3,4,-4,-18[20 µM],-1,14
COc1ccccc1OCC(=O)NCC1CCCCC1,/,-2,4,0.4,5,3,-15[20 µM],1,15
CCN1C(=O)c2ccccc2S(=O)c2ccc(C(=O)NCCCN3CCCC3=O)cc21 (stereo unspecified),0.81,4,-4,-0.5,-8,-16,-20,0,4
COC(=O)c1oc2ccccc2c1NC(=O)CN1CCCC1,0.28,5,4,0.2,3,-23,-18,2,12
Cc1ccc(S(=O)(=O)N2CCOCC2)cc1C(=O)NCc1cccnc1,0.83,2,3,0.2,-3,-13,-12[20 µM],-3,11
COC(=O)c1cccc(NC(=O)Nc2ccc(Cl)cc2Cl)c1,0.71,-9,21,-0.1,40,42*,-8,6,20
COc1ccc(Nc2nc(CC(C)=O)ns2)cc1OC,1.3,0,-6,0.9,-2,-7,-26,-1,-3
Cc1ccc(CC2CC(=O)N(Cc3ccco3)C2=O)cc1 (stereo unspecified),/,-1,-3,-0.2,-2,2,-19,8,15
COc1cc(C2C(C#N)=C(C)NC3=C2C(=O)CC(C)(C)C3)ccc1OCCO (stereo unspecified),/,-3,-3,-0.4,0,-3,-14,3,19
CCn1c(C(=O)N2CCCC(C(=O)O)C2)cc2sccc21 (stereo unspecified),-0.41,5,24,1.7,3,-11,-10[20 µM],-2,33

# The last three entries of the section before open the next one:
SMILES,Cl transport mod,p97 ATPase inh,FXIa inh 1536,PERK inh,Thrombin inh,KLK5 inh,Furin inhibitor,Wee1 stabilizer,FXIIa inh
Cc1ccc(CC2CC(=O)N(Cc3ccco3)C2=O)cc1 (stereo unspecified),/,-1,-3,-0.2,-2,2,-19,8,15
COc1cc(C2C(C#N)=C(C)NC3=C2C(=O)CC(C)(C)C3)ccc1OCCO (stereo unspecified),/,-3,-3,-0.4,0,-3,-14,3,19
CCn1c(C(=O)N2CCCC(C(=O)O)C2)cc2sccc21 (stereo unspecified),-0.41,5,24,1.7,3,-11,-10[20 µM],-2,33
COCC(=O)Nc1cccc(Br)c1,/,5,22,0.8,-4,-1,-14[20 µM],-1,17
COc1ccc(OC)c(NC(=O)C(=S)NC2CCCCC2)c1,0.5,-3,-6,-0.2,-5,-5,-8,2,1
CC(=O)OC1C(OC(C)=O)N(C(C)=O)C(=O)N1C(C)=O (stereo unspecified),/,3,3,0.4,13,-1,-23,-2,2
CCOC(=O)c1cc2c3ccccc3n(CC)c2nc1N,0.11,-5,-8,0.6,-3,-5,-24,0,-4
CC(=O)c1cccc(N(CC(=O)O)S(C)(=O)=O)c1,0.0079,1,-8,1.1,-4,8,-16[20 µM],4,7
O=C(COC(=O)C1CC2C=CC1C2)Nc1cccc(S(=O)(=O)N2CCCCCC2)c1 (stereo unspecified),-0.92,2,8,0.6,-1,-11,-11,1,14
Cc1cc(=O)oc(C)c1C(=O)NCc1ccco1,0.64,-5,12,-0.1,4,5,-4[20 µM],3,27
Cc1[nH]n(C(N)=S)c(=O)c1N=Nc1cc(-c2ccc(Br)cc2)[nH]n1,-6.9*,-4,-7,-0.4,3,-1,2,0,7
COc1nc(C#N)nc(N(C)C)n1,1.3,8,-2,-0.1,-4,-15,-26,-1,5
COc1ccc(N2CCN(c3nc4ccccn4c(=O)c3C=O)CC2)cc1,0.56,2,9,-0.3,-1,-15,-14,3,10
CCOC(=O)c1sc2ccc(S(=O)(=O)N3CCOCC3)cc2c1N,/,-4,5,-0.2,38,56*,-29,-1,10
CCOC(=O)NC(=O)CSc1nc2ccc(C)cc2[nH]1,0.45,10,-3,0.2,-1,-4,-19,-2,3
C[C@@H]1C[C@@H]2OC(=O)[C@]3(C)[C@H]2[C@@H](OC3(C)O)[C@]2(C)C(=O)C=C[C@H]12 (stereo partly specified),0.16,/,0,/,-1,0,-4,/,5
CCN(CC)C(=O)C1CCCN(C(=O)Nc2ccc3nsnc3c2)C1 (stereo unspecified),0.33,2,-10,-0.6,-5,-19,-24[20 µM],5,-13
Cc1ccc(CN2C(=O)N/C(=C\c3cccn3-c3cccc(C(=O)O)c3)C2=O)cc1,-1.1,2,-6,0.1,-4,-8,-20,-1,6
O=[N+]([O-])c1cc(Cl)cc2c1nc(NCCO)c1ccccc12,0.15,8,1,-0.3,-2,-1,-13,0,9
COCCCn1c(SCc2nnc(-c3ccccc3)o2)nc2sc3c(c2c1=O)CCC3,-0.25,-3,6,0.2,2,-4,-15[20 µM],1,18
CC(=O)c1sc(NC(=O)c2ccc(Cn3cc(Br)cn3)o2)nc1C,/,1,-5,0.2,-4,0,9,9,9
COC(=O)c1cc(-c2cccc(OC)c2)on1,/,1,2,-0.6,0,0,-27,0,16
Cn1cc(CN2CCN(CCc3ccccc3)C(CCO)C2)cn1 (stereo unspecified),-0.54,2,2,1.8,-1,/,-31,1,10
C=CCc1ccccc1OCC(O)CN1CCN(c2ccccc2OC)CC1 (stereo unspecified),-1.5,-1,15,-1.8,3,-1,-27,1,17
CC1CCCN(C(=O)CSCC(=O)N=c2sc3ccccc3n2C)C1 (stereo unspecified),-1.5,-5,-9,-2.6,-6,-11,-17[20 µM],-1,-19
CSc1ccc(/C=N/NC(=O)c2ccccc2Cl)cc1,-0.058,1,3,0.8,0,/,-10,2,14
Oc1cccc2ccc(/C=C/c3cccs3)nc12,15*,-7,4,-1.1,3,-113,0[20 µM],4,18
COc1cc(OC)cc(C(=O)NCc2ccc(-n3cccc3)cc2)c1,/,-6,6,-0.3,-1,29,-2,7,23
Cn1c(SCC(=O)NC(=O)c2cccc([N+](=O)[O-])c2)nnc1-c1ccc(F)cc1,-1.8,-5,2,0.8,-1,-17,-8,0,9
CC(Sc1ccc2ccccc2c1)C(=O)NC(N)=O (stereo unspecified),0.54,-4,-4,1.3,-9,2,1,-2,6
Cc1cc(C)cc(NC(=O)Cn2c(-c3ccccc3Cl)nc3ccccc32)c1,0.55,-1,-7,-0.3,-15,-10,-13,2,-3
CCOC(=O)/C=c1\s/c(=C\c2ccc3c(c2)OCCO3)c(=O)n1CC(=O)NCC1CCCO1 (stereo unspecified),0.029,7,2,-0.1,6,-21,-24,4,15
O=C1N=c2ccc(Br)cc2=C1c1sc(=S)n(NS(=O)(=O)c2ccccc2)c1O,-0.83,5,3,1.6,14,3,-10,1,13

# Reprinted at random: 2 records from the list.
SMILES,Cl transport mod,p97 ATPase inh,FXIa inh 1536,PERK inh,Thrombin inh,KLK5 inh,Furin inhibitor,Wee1 stabilizer,FXIIa inh
Oc1cccc2ccc(/C=C/c3cccs3)nc12,15*,-7,4,-1.1,3,-113,0[20 µM],4,18
COc1cc(OC)cc(C(=O)NCc2ccc(-n3cccc3)cc2)c1,/,-6,6,-0.3,-1,29,-2,7,23

# (more compounds)
SMILES,Cl transport mod,p97 ATPase inh,FXIa inh 1536,PERK inh,Thrombin inh,KLK5 inh,Furin inhibitor,Wee1 stabilizer,FXIIa inh
CSc1nc(Oc2ccccc2)c2sccc2n1,/,-1,-17,0.6,6,-30,0[20 µM],-3,-3
Cc1nn(-c2ccccc2)c2nc(C(F)(F)F)[nH]c(=O)c12,-0.47,8,6,1.7,-6,-3,-14,2,12
Cc1noc(C)c1COc1ccc(C(=O)OCC(=O)Nc2cccc(S(=O)(=O)N3CCOCC3)c2)cc1,-0.92,0,-3,0.2,-9,-15,0,-2,-4
O=C(NNC1=NCCN1Cc1ccccc1)c1cccc(C(F)(F)F)c1,0.37,-5,-6,0.2,-7,-6,-15,11*,1
CCOC(=O)CSC1=C(C#N)C(c2ccccc2OC)CC(=O)N1 (stereo unspecified),0.32,13,4,0.7,-3,-3,-30,-2,17
O=C1C=C(Nc2ccc(Cl)cc2Cl)CC(c2ccco2)C1 (stereo unspecified),-1.6,1,-3,0.0,-1,8,-36,9.7*,10
O=Cc1cn(Cc2ccccc2)nc1-c1cccnc1,/,1,0,0.5,-1,7,-23,1,4
CCOc1ccccc1CN1CCN(Cc2nc3c(s2)CCCC3)CC1CCO (stereo unspecified),0.43,3,-3,0.2,-7,-4,-35,-2,3
NC(=O)CSc1nnc(COc2ccccc2)n1CCc1ccccc1,-1.3,0,-8,-1.1,-6,-7,-24,2,-1
CCn1nc(C)c(NC(=O)CCSc2nc(-c3ccco3)cc(C(F)(F)F)n2)c1C,-0.17,-2,1,-1.0,2,3,-17[20 µM],-1,11
COc1ccc(F)cc1C(=O)C1CCCN(C(=O)c2ocnc2C)C1 (stereo unspecified),0.004,5,-4,0.5,-6,1,-33,-2,2
CN(C)CCN1C(=O)NC(C)(c2ccc([N+](=O)[O-])cc2)C1=O (stereo unspecified),0.39,4,-6,1.0,-9,-4,-29,-4,3
Cc1noc(C)c1C(=O)Nc1sc2c(c1C(N)=O)CCCCC2,-0.86,3,0,1.6,-3,4,-15[20 µM],0,-9
S=C(NCCc1ccccn1)Nc1ccccc1,-1.3,-3,5,-0.3,6,-2,-4,4,9
Cc1ccc2nc(N3CCN(S(=O)(=O)c4ccc(C)c(Cl)c4)CC3)c(C#N)cc2c1,/,1,2,-1.4,3,-30,-8[20 µM],0,20
COc1ccccc1CN1C(=O)CN(C2CCCCCC2)C(=O)C1c1ccc(F)cc1 (stereo unspecified),-0.52,-1,-7,-0.1,-4,1,1,1,6
N#Cc1c(N)nc(SC2CCCCC2=O)c(C#N)c1-c1ccco1 (stereo unspecified),/,8,/,-0.8,/,/,-19,-2,/
O=C(COC(=O)c1cc(=O)c2ccccc2o1)NC1CCCCC1,1.1,-4,42*,0.1,12,19,-7,17*,27
COc1ccc(CN(C)CCc2ccccn2)cc1OC,/,6,9,0.7,9,-5,-18[20 µM],0,16
O=C(COc1ccccc1-c1ccccc1)N/N=C/c1cccnc1,-0.68,0,1,1.6,1,/,-18,-1,7
CN1C(=O)C(Cl)(Cl)C(=O)c2ccccc21,0.28,4,2,1.4,-2,-12,-31,-3,5
S=c1[nH]nc(-c2ccccn2)n1/N=C/c1ccc(-c2ccccc2Br)o1,84*,4,0,2.1,-1,0,-17,0,6
O=Cc1c[nH]c2ccc(S(=O)(=O)N3CCOCC3)cc12,-0.5,1,7,-0.3,-2,-8,-22,-1,10
CC(C)c1nnc(-c2ccc(Cl)cc2)c(N(C)C)n1,-0.0075,3,14,1.5,10,4,-21[20 µM],-1,23
COC(=O)CC1C(=O)NCCN1C(=O)CSc1nc2ccc([N+](=O)[O-])cc2s1 (stereo unspecified),-0.0071,-1,-3,-0.9,-6,0,-19,-2,7
N#C/C(=C\c1ccc(C#N)cc1)C(=O)N1CCCC1,-0.085,2,-6,0.5,-14,1,-27,0,9
NC(=O)C1CCN(CCC(=O)Nc2ccc3c(c2)CCC3)CC1,-3.3,1,-1,0.4,1,-8,19[20 µM],4,12
Cc1nc2ccc(S(=O)(=O)NC(C(=O)Nc3nccs3)C(C)C)cc2s1 (stereo unspecified),-0.068,1,-9,1.0,-2,-4,-22,5,0
Cc1cccc(-c2noc(-c3ccccc3C(=O)NCc3ccco3)n2)c1,-1.3,-7,-1,-0.5,-2,-2,-2,2,2
CC1(C)Nc2ccccc2N(CCC(=O)N2CCOCC2)C1=O,/,9,-1,1.1,-2,1,-23,-2,-2
CC(CN1CCOCC1)OC(=O)C1COc2ccccc2O1 (stereo unspecified),1.1,4,3,1.1,-3,7,-26,2,10
CC(C)N1CCC(N2CCN(C3CCCCCC3)CC2CCO)CC1 (stereo unspecified),/,4,-1,1.2,-1,/,-23,1,8
COc1ccc(C2C(C(=O)N3CCCCC3)c3ccccc3C(=O)N2C)cc1 (stereo unspecified),/,-2,2,-0.5,0,2,-24,-1,10
